Screens deposited in PubChem BioAssay by Sanford-Burnham Center for Chemical Genomics.
APOBEC3A inh: APOBEC3A ssDNA deaminase inhibitors, primary screen, selectivity assay for APOBEC3G inhibitor project, biochemical, FAM/TAMRA oligo cleavage fluorescence. DNA dC->dU-editing enzyme APOBEC-3A (Homo sapiens), P31941. recombinant A3A, FAM/TAMRA ssDNA deamination fluorescence. inhibition, % at 20 µM. 330,000 compounds, 0.41% hits;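 active = at least 40% inhibition at 20 µM here, with at most 30% in a related deaminase screen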;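 note: plate controls were A3A with DMSO for no effect and wells lacking A3A enzyme for full effect; some results filed as inactive read as strong as hits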
Target sequence (P31941 whole entry, looked up): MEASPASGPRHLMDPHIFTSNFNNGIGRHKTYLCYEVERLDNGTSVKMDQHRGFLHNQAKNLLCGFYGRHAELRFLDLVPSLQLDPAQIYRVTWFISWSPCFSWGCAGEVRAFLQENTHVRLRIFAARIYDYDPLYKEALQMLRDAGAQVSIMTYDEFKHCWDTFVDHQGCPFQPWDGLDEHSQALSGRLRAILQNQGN
APOBEC3G inh: APOBEC3G DNA deaminase inhibitors, primary screen, biochemical, fluorescence, single-stranded DNA substrate, uHTS. 330,000 compounds, 0.28% hits. recombinant A3G, ssDNA deamination FAM/TAMRA fluorescence. inhibition, % at 20 µM;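 active = inhibition of at least 40% at 20 µM, with no more than 30% in the related APOBEC3A deaminase screen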;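 note: plate controls were DMSO wells with A3G for no effect and wells lacking A3G enzyme for full effect; some compounds called inactive have numbers as strong as hits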
Target sequence (Q9HC16 whole entry, looked up): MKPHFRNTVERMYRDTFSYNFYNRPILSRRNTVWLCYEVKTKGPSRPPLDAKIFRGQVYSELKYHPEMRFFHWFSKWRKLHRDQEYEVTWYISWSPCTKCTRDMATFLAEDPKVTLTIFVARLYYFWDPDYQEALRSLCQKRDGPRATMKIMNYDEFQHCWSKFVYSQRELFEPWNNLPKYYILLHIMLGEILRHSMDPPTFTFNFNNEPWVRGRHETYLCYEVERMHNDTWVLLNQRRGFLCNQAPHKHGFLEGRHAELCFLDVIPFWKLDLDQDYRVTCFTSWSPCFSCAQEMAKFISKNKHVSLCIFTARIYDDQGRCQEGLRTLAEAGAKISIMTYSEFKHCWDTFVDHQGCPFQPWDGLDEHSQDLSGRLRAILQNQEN
mIAP inh: inhibitors of mouse IAP, primary screen, biochemical, luminescence, uHTS | purified mouse IAP, CDP-Star luminescence, 30 min | inhibition, % at 10 µM | 330,000 compounds, 0.2% hits | AID 2806, 2010;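 active = inhibition of at least 40% at 10 µM in the primary screen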;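 note: plate controls were DMSO with enzyme for no effect and no enzyme wells for full effect; values of inactives mirror those of a sister screen read the other way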
MIN6 prolif: inducers of MIN6 beta-cell proliferation, primary screen, ATP luminescence, uHTS; MIN6 cells proliferation, ATPlite luminescence, 48 h; cells starved in 0.2% serum; 100% = growth in 10% serum; 330,000 compounds, 0.29% hits; proliferation, % at 10 µM;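 active = compounds whose signal lies at least 3.5 SD above the mean of all wells on their plate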;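 note: 0% = DMSO-treated cells in low-serum medium and 100% = 10% serum control; some compounds called inactive have numbers as strong as hits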
mIAP activ: activators of mouse IAP, primary screen, biochemical, luminescence, uHTS; intestinal alkaline phosphatase [Mus musculus]; muIAP, CDP-Star luminescence, 30 min; hits give high values; 1 = vehicle-only enzyme signal, 0 = enzyme-free wells; activation factor at 10 µM; 330,000 compounds, 0.24% hits;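 active = activation factor of at least 2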; note: the source names both 10 and 20 µM as test concentration; values of inactives mirror those of a sister screen read the other way
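Assay system: mouse IAP enzyme; reagent: chemiluminescent substrate CDP-Star; dosing: test compounds delivered from DMSO solution; schedule: 30 min at room temperature; measured by: luminescence from enzymatic CDP-Star hydrolysis; controls: DMSO-only wells and no-enzyme negative control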
hIAP block: human IAP inhibitors, primary screen, biochemical, luminescence, uHTS; purified IAP, CDP-Star luminescence, 30 min; inhibition, % at 10 µM; 330,000 compounds, 0.12% hits;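 active = inhibition reaching a set limit with compound at 10 µM in the primary screen, cut at about 35% in these data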;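 note: plate controls were DMSO wells with enzyme for no effect and no-enzyme buffer wells for full effect; values of inactives mirror those of a sister screen read the other way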
Target sequence (P09923 whole entry, looked up): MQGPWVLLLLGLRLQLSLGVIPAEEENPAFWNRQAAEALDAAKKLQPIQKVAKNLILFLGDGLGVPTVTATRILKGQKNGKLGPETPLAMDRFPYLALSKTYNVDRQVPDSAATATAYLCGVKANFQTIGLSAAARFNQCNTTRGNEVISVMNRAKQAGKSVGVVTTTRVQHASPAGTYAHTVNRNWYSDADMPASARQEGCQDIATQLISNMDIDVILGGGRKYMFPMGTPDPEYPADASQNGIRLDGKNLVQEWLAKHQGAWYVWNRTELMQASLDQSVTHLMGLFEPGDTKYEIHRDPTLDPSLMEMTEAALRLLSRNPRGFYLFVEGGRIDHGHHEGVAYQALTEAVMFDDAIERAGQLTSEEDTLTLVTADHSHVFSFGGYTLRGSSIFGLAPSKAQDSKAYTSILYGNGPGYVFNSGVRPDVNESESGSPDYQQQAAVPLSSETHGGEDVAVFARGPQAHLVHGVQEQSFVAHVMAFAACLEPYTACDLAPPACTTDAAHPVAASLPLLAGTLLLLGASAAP
TIM10 inh: growth inhibitors of isogenic TIM10 control yeast, primary screen, counter-screen for tim10-1 yeast inhibitor project, luminescence, uHTS | 330,000 compounds, 1.4% hits | inhibition, % at 10 µM | S. cerevisiae TIM10 strain growth, BacTiter-Glo luminescence, 24 h;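 active = inhibition of 40% or more at the single tested concentration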;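 note: wild-type TIM10 isogenic control strain grown at permissive 25 °C; 0% = DMSO yeast wells and 100% = minimal medium wells without yeast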
NALP3 yeast inh: NALP3 inflammasome inhibitors in reconstituted yeast, primary screen, luminescence, uHTS; Yeast reconstituted NLRP3/ASC/caspase-1, beta-gal luminescence, 24 h; inhibition, % at 10 µM; 330,000 compounds, 0.39% hits; AID 2825, 2010;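 active = inhibition of 50% or more; inactive = inhibition below 50%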;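 note: plate controls were induced DMSO wells for no effect and uninduced yeast grown without galactose for full effect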
tim10-1 inh: growth inhibitors of tim10-1 mutant yeast, primary screen, luminescence, uHTS. 330,000 compounds, 2.2% hits. inhibition, % at 20 µM. S. cerevisiae tim10-1 ts strain growth, BacTiter-Glo, 24 h;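 active = inhibition of at least 40%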;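 note: mutant grown at 25 °C; 0% = DMSO wells with yeast and 100% = wells holding no yeast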
The depositor's hits bear a star.

The opening 4 records, ahead of the listing:
SMILES	APOBEC3A inh	APOBEC3G inh	mIAP inh	MIN6 prolif	mIAP activ	hIAP block	TIM10 inh	NALP3 yeast inh	tim10-1 inh
CCC(=O)c1ccc(Oc2nc3c(c(=O)n(C)c(=O)n3C)n2CC)cc1	-5	-9	0	2	1	-11	-9	24	16
COC(=O)C1CN(C(=O)C(C)Oc2ccccc2F)c2ccccc2O1 (stereo not drawn)	4	-4	-5	0	1	-8	-2	18	25
Cc1cc(C)cc(C(=O)Nc2cc3c4c(c2)CC(=O)N4CCC3)c1	7	3	1	-1	0.99	21	6	23	-1
Oc1ccc(/C=N/N(c2ccccc2)c2ccccc2)c(O)c1O	5	-4	25	-5	0.75	20	11	20	35

The listing (from the top)
SMILES	APOBEC3A inh	APOBEC3G inh	mIAP inh	MIN6 prolif	mIAP activ	hIAP block	TIM10 inh	NALP3 yeast inh	tim10-1 inh
CCC(=O)c1ccc(Oc2nc3c(c(=O)n(C)c(=O)n3C)n2CC)cc1	-5	-9	0	2	1	-11	-9	24	16
COC(=O)C1CN(C(=O)C(C)Oc2ccccc2F)c2ccccc2O1 (stereo not drawn)	4	-4	-5	0	1	-8	-2	18	25
Cc1cc(C)cc(C(=O)Nc2cc3c4c(c2)CC(=O)N4CCC3)c1	7	3	1	-1	0.99	21	6	23	-1
Oc1ccc(/C=N/N(c2ccccc2)c2ccccc2)c(O)c1O	5	-4	25	-5	0.75	20	11	20	35
Cc1ccccc1N1C(=O)c2sc3nc4c(c(=O)n3c2C1=O)CCC4	0	5	3	0	0.97	-23	10	10	39
O=C(CCC1COc2ccccc2O1)NCc1ccco1 (stereo not drawn)	0	-5	-2	1	1	-11	3	-2	4
Cc1ccc(S(=O)(=O)N2CCN(C(=S)NCC3CCCO3)CC2)cc1 (stereo not drawn)	-6	-9	8	2	0.93	14	-1	21	13
Cc1ccccc1-n1c(SCC(=O)c2c(N)n(C3CC3)c(=O)[nH]c2=O)nnc1N1CCOCC1	13	-9	-5	0	1.1	-14	-1	13	-7
COc1ccc2[nH]cc(C(O)CN3CCN(c4ccccc4F)CC3)c2c1 (stereo not drawn)	-5	-6	-21	-2	1.2	-1	-1	11	-17
COc1ccc(S(=O)(=O)N2CC3C4C=CC(C4)C3C2)cc1 (stereo not drawn)	-2	-2	-8	-3	1.1	-9	9	8	33
Cc1c(NC(=O)C(C)OC(=O)c2sc3ccccc3c2Cl)c(=O)n(-c2ccccc2)n1C (stereo not drawn)	21	1	-3	-2	1	4	9	-7	3
COc1ccc(S(=O)(=O)N2CCCC(C(=O)NCCC3=CCCCC3)C2)cc1 (stereo not drawn)	1	-3	-2	-1	1	-25	5	13	12
CCCOC(=O)c1ccc(OCC(O)CN2C(=O)NC(C)(C)C2=O)cc1 (stereo not drawn)	-6	-14	4	-4	0.96	-4	5	2	4
CCC1(C)Cc2nc3[nH]c(=S)n(-c4ccc(C)cc4)c(=O)c3cc2CO1 (stereo not drawn)	-3	-8	5	-1	0.95	-1	13	4	-3
O=C(NCc1ccccc1Cl)C1CCN(S(=O)(=O)c2ccc(F)cc2)CC1	-6	4	3	-1	0.97	2	12	-6	12
Cc1ccc(CNC(=O)CCCc2ccccc2)cc1	0	-11	0	0	1	1	0	21	16
CC(C)n1c(NCCO)nc2ccccc21	2	-4	-3	2	1	-3	13	8	-4
CCOc1ccc(NC(=O)CSc2ncn[nH]2)c([N+](=O)[O-])c1	-2	-5	10	0	0.9	-22	-7	4	17
Cc1ccc(C(=O)c2ccc([N+](=O)[O-])cc2)cc1C	2	-3	9	-3	0.91	1	4	30	5
Cc1cccc(CSC(=N)N)c1	-2	-8	-9	0	1.1	1	-18	4	6
COC(=O)CSc1ncnc2c1sc1nc(-c3ccco3)c3c(c12)CC(C)(C)OC3	29	28	17	-5	0.83	3	20	19	11
CCOc1ccc(S(=O)(=O)NCCC(=O)NC(C)CCc2ccccc2)cc1 (stereo not drawn)	-3	-13	-3	7	1	9	8	20	5
Cc1cccc(S(=O)(=O)Nc2ccc(C)c3c2OC(C)(C)C3)c1	0	-1	8	0	0.92	6	23	4	30
NC(=O)c1ccc(Nc2ccc([N+](=O)[O-])cc2[N+](=O)[O-])cc1	-2	-2	6	6	0.94	8	10	12	11
COc1cccc(C(=O)N2CCN(C(=O)C3CCCO3)CC2)c1 (stereo not drawn)	0	-2	-2	0	1	-10	-2	12	-20
O=C(C1CCCCN1S(=O)(=O)c1ccccc1[N+](=O)[O-])N1CCCCC1 (stereo not drawn)	1	-11	-3	2	1	-15	26	13	12
O=C(NCC1CCCO1)C(C(=O)c1ccc(F)cc1)n1ccccc1=O (stereo not drawn)	-3	-11	5	1	0.95	2	4	10	9
O=C(CCn1nnc2ccccc21)Nc1nnc(Cc2ccc(F)cc2)s1	0	-4	19	0	0.81	1	6	6	7
Cc1cc(-c2ccccc2)[nH]c(=O)c1C#N	-5	-6	2	-2	0.98	8	15	1	-7
COCCCNC(=O)c1ccc2c(=O)n(C3CCCC3)c(=S)[nH]c2c1	3	-1	0	1	1	-20	10	12	19
CC1CC(C)CN(CCCNC(=O)CCNC(=O)Cn2ccc3ccccc3c2=O)C1 (stereo not drawn)	-1	-4	-15	-1	1.1	-12	-9	6	-1
CSCCC(NC(=O)c1ccccc1Br)C(=O)NCc1ccc(F)cc1 (stereo not drawn)	-8	-13	1	-5	0.99	-2	-4	-2	11
C[C@H](NC(=O)[C@H](Cc1ccccc1)NC(=O)c1cc2cc(Cl)ccc2n1C)C(=O)O	-2	-8	10	-2	0.9	6	9	4	1
Cc1noc(C)c1COc1cccc(C(=O)OCC(=O)N2CC(=O)Nc3ccccc32)c1	-2	-5	2	-2	0.98	-37	11	-14	11
O=C(CN1C2CCCC1CC(NC(=O)c1ccccc1)C2)NC1CC1 (stereo not drawn)	-2	-11	-6	-1	1.1	-1	12	-6	3
CCOc1ccc2c(c1)OC(c1ccc(OC)cc1)(C(F)(F)F)NC2=O (stereo not drawn)	1	-4	-2	-5	1	-13	-1	-12	-49
COC(=O)CNC(=O)CSc1ccccn1	19	-2	3	-2	0.97	17	-8	28	1
O=C(O)CSc1cccc2cccc(C(=O)O)c12	-2	-7	3	1	0.97	10	9	-5	16
O=C(CNC(=O)c1ccccc1)N/N=C/c1ccccc1Cl	-1	-6	28	4	0.72	-9	-3	2	-1
CC1(C)Cc2c(C#N)c(N3CCN(C(=O)c4ccccc4)CC3)nc(-c3ccco3)c2CS1	2	-2	12	-3	0.88	3	25	3	44*
CCOC(=O)CN1C(=O)N[C@@H](c2cccc(C(F)(F)F)c2)C(C(C)=O)=C1C	-10	-13	-12	-4	1.1	-21	11	15	19
CC1=CCC(C(=O)O)(C(=O)N/N=C/c2cccs2)C(c2ccc(Cl)cc2)C1 (stereo not drawn)	4	2	5	1	0.95	3	8	19	36
O=S(=O)(Nc1ccccc1)c1ccc(-c2cnc(C3CC3)o2)cc1	-4	-3	3	-3	0.97	-13	3	2	46*
O=C(NCCc1ccccc1)c1cc2sccc2n1Cc1ccccc1	-3	-1	-20	1	1.2	15	16	15	18
COc1cc(=O)[nH]c(SC(C)C(=O)Nc2cccc3ccccc23)n1 (stereo not drawn)	-1	-11	2	0	0.98	-4	-6	8	-18
O=C(Nc1nc(-c2ccccn2)cs1)C12CC3CC(CC(O)(C3)C1)C2	-2	-3	-2	-3	1	-43	-18	12	-8
CC(=O)Nc1ccc(NC(=O)CNC(=O)c2sc3ccccc3c2Cl)cc1	-1	-7	4	2	0.96	-9	-1	-6	-3
CC(C)(C)C(=O)Nc1ccc(S(=O)(=O)NC2=NCCCCC2)cc1	1	-3	-7	2	1.1	-1	-4	1	5
Cc1nc(SCC(=O)Nc2cc(C)on2)c2c(C)c(C)sc2n1	14	-2	8	-3	0.92	-2	-13	7	-23
O=C(/C=C/c1cccc(F)c1)NNC(=O)c1ccncc1	7	-5	-7	-3	1.1	-16	1	1	-30
Cc1ccccc1OCC(=O)NCC(c1ccco1)N1CCCCC1 (stereo not drawn)	-2	-8	4	10	0.96	2	0	15	-12
FC(F)(F)c1cccc(NC(=S)Nc2cccc(Cl)c2)c1	-1	0	-15	-7	1.1	5	51*	3	48*
COc1cc2c(cc1OC)CN(CCOc1ccc(Br)cc1)CC2	-3	-10	-10	-1	1.1	-25	8	31	13
COc1ccc(Cl)cc1S(=O)(=O)n1c([N+](=O)[O-])cnc1C	-3	-10	5	1	0.95	9	3	21	-8
CC1CCCC(NC(=O)c2nn(C)c3c2CS(=O)(=O)c2ccccc2-3)C1C (stereo not drawn)	-1	-3	0	-1	1	-16	3	1	11
O=C(Nc1ccc(S(=O)(=O)NC2=NCCCCC2)cc1)c1ccc(=O)[nH]c1	4	-9	-2	-2	1	-12	2	4	4
O=[N+]([O-])c1ccc(N2CCN(CC3CCCCC3)CC2)cc1	-9	-9	15	0	0.85	10	-5	29	-5
CC(C)(C)NC(=S)NNC(=O)c1ccccc1Cl	-2	0	-8	0	1.1	-60	12	17	15
O=c1cc(O)n(-c2ccccc2)c(=S)[nH]1	-7	-6	11	-2	0.89	-12	-2	-4	13
O=C(Cn1nnc(-c2ccccc2F)n1)Nc1ccc(S(=O)(=O)NC2CCCC2)cc1	2	0	-9	2	1.1	-7	-4	4	-4
Next entries.
SMILES	APOBEC3A inh	APOBEC3G inh	mIAP inh	MIN6 prolif	mIAP activ	hIAP block	TIM10 inh	NALP3 yeast inh	tim10-1 inh
CC(C)CN(C(=O)COC(=O)c1ccc([N+](=O)[O-])o1)C1CCS(=O)(=O)C1 (stereo not drawn)	4	-4	12	-1	0.88	0	12	12	-11
Cc1ccc2sc(NC(=O)c3ccc(N4C(=O)CCC4=O)cc3)nc2c1C	-1	7	0	-3	1	-11	-13	6	-2
Cc1cccc2cc(C3CC(c4cccs4)=NN3S(C)(=O)=O)c(Cl)nc12 (stereo not drawn)	-1	-2	1	-5	0.99	13	15	1	16
CCn1c(=O)c2sccc2n(CC(=O)NC2CCCC2)c1=O	-3	-8	1	-3	0.99	2	11	4	-28
CN1C(=O)Cc2cc(S(=O)(=O)Nc3ccc(N4CCOCC4)cc3)ccc21	-4	-10	7	8	0.93	7	5	19	-15
Cc1ccccc1CSCC(=O)NCc1ccco1	6	-5	-1	-3	1	6	0	21	6
CC(C)C[C@@H](CO)N1CCN(Cc2ccc(O)cc2)CCC1=O	-5	-12	1	-2	0.99	12	2	8	3
CCN1CCCC1CNC(=O)c1[nH]c2ccc(OC)cc2c1C (stereo not drawn)	-5	-10	-13	0	1.1	-22	1	2	15

Complete entries from above. Values in the order: APOBEC3A inh | APOBEC3G inh | mIAP inh | MIN6 prolif | mIAP activ | hIAP block | TIM10 inh | NALP3 yeast inh | tim10-1 inh
CCn1c(=O)c2sccc2n(CC(=O)NC2CCCC2)c1=O reads -3 | -8 | 1 | -3 | 0.99 | 2 | 11 | 4 | -28
Cc1ccc2sc(NC(=O)c3ccc(N4C(=O)CCC4=O)cc3)nc2c1C reads -1 | 7 | 0 | -3 | 1 | -11 | -13 | 6 | -2
